Screens deposited in PubChem BioAssay by several laboratories.
Fam108B counter = Fam108B inhibition, counter-screen for RBBP9 inhibitors; inhibition, % at 9.51 µM; recombinant Fam108B, FP-Rh probe fluorescence polarization; 300,000 compounds, 0.33% hits;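 active = inhibition above the screen mean inhibition plus 3 SD, computed separately per campaign, cut at about 18% in these data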;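 note: inhibitors lower polarization as less probe binds the enzyme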
MEX-5 binding = C. elegans MEX-5 TCR-2 RNA binding activity; Q9XUB2; MEX-5/FITC-TCR2 RNA binding, fluorescence polarization; hits give low values; activity score (negative = inhibition of binding), % at 10 µM; 300,000 compounds, 0.38% hits;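 active = inhibition past about -25% in most replicates, and total fluorescence under double the plate's negative control median, limit read from the data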;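 note: 0% = DMSO and -100% = 5 µM competing unlabeled TCR2 RNA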
MCL1 BIM primary = MCL1-BIM-BH3 interaction inhibition (human). GST-MCL1 / FITC-Bim-BH3 fluorescence polarization. inhibition, % at 10.9 µM. 320,000 compounds, 0.68% hits. AID 2057;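 active = inhibition above the mean inhibition of all tested compounds plus 3 SD, set per campaign, cut at about 40% in these data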;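 note: 0% = DMSO wells and 100% = unlabeled Bim-BH3 peptide control; higher means more loss of mP so more displacement of Bim peptide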
Target sequence (Q07820 whole entry, looked up): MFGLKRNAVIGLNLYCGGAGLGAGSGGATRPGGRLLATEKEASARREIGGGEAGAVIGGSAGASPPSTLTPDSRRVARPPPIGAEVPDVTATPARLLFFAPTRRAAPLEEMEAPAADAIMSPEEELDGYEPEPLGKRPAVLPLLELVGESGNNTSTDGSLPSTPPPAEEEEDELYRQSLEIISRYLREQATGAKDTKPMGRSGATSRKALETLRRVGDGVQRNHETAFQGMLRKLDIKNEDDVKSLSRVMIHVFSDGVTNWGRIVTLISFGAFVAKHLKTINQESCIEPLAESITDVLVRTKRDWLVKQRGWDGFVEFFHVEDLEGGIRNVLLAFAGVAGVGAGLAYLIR
GRK2 aptamer HTS = inhibitors of human GRK2 displacing RNA aptamer | 330,000 compounds, 0.59% hits | inhibition of aptamer binding, % at 10 µM | P25098 | bead flow cytometry, FAM-aptamer displacement from GRK2;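 active = inhibition of aptamer binding above 40%, roughly 3 SD of noise, on plates passing a quality check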;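 note: median bead fluorescence of bound FAM aptamer so fluorescent compounds give negative values; no value below 0 was filed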
Target sequence (P25098 whole entry, looked up): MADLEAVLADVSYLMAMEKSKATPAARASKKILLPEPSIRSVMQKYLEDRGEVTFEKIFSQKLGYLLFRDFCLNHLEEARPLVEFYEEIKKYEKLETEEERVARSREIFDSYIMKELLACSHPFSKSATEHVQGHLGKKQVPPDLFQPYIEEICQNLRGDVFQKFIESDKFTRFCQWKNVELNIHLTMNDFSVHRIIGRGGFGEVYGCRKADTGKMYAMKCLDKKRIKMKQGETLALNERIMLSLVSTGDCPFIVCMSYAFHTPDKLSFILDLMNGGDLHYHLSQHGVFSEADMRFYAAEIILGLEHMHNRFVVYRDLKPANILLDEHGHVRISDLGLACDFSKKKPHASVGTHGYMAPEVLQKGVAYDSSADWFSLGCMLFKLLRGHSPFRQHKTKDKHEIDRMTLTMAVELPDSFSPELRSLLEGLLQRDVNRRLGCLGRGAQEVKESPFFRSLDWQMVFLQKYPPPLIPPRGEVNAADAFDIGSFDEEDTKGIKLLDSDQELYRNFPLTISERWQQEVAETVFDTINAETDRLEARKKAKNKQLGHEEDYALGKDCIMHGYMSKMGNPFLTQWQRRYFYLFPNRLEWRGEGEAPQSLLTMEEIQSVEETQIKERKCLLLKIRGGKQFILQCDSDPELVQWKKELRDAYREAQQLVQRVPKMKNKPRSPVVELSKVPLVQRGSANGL
CIT2 TOR yeast = yeast TOR pathway CIT2-GFP modulation. S. cerevisiae CIT2-GFP strain, flow cytometry, 3 h; 100 means same as DMSO wells. GFP response vs DMSO, % at 10 µM. 320,000 compounds, 0.065% hits. AID 2029;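 active = GFP response relative to DMSO above a set limit, near the screen mean plus 3 SD, cut at about 150% in these data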;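 note: ratio of well median GFP fluorescence to mean of DMSO wells on the plate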
GLD-1 TGE inh = GLD-1-TGE RNA interaction inhibition (C. elegans); 320,000 compounds, 0.44% hits; inhibition, % at 5.96 µM; purified GLD-1 + fluorescein TGE RNA, fluorescence polarization; Q17339;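 active = percent inhibition above a per-plate cutoff, the plate mean of test compounds plus 3 SD, cut at about 30% in these data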;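 note: 0% = DMSO wells with GLD-1 and probe and 100% = wells lacking GLD-1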
VLA-4 inh = inhibition in a human VLA-4 binding assay; VLA-4 expressing cells, ligand binding flow cytometry; AID 2557; 330,000 compounds, 0.2% hits; inhibition, % (about 7 µM as worked out from the volumes in the protocol); P13612; in the data active = inhibition above about 50%
Bcl-xL primary = inhibitors of human Bcl-xL | Q07817 | GST-Bcl-xL / FITC-Bim BH3 peptide fluorescence polarization | inhibition, % at 10.9 µM | 320,000 compounds, 0.7% hits;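 active = inhibition above the mean of all tested compounds plus 3 SD, cutoff set per campaign, cut at about 30% in these data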;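 note: 0% = DMSO wells and 100% = unlabeled Bim-BH3 peptide competitor; inhibitors lower millipolarization by displacing the labeled peptide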
AGP1-GFP MLPCN = yeast TOR pathway AGP1-GFP modulation. S. cerevisiae AGP1-GFP multiplex flow cytometry, 3 h; GFP as percent of DMSO wells. GFP response vs DMSO, % at 10 µM. 320,000 compounds, 0.02% hits. AID 2066;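 active = GFP response relative to DMSO above a set limit, near screen average plus 3 SD, cut at about 150% in these data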;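 note: median GFP channel fluorescence of the gated AGP1 strain per well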
* marks the source's active call; other numbers are inactive results. The order is random; 2.2% or so of the library scored in one or more.

N=c1c(S(=O)(=O)c2ccc(Cl)cc2)cc2c(=O)n3ccccc3nc2n1Cc1ccco1 was read as Fam108B counter -6, MEX-5 binding -8.8, MCL1 BIM primary 1, GRK2 aptamer HTS 1, CIT2 TOR yeast 90, GLD-1 TGE inh 13, VLA-4 inh -4, Bcl-xL primary 6 and AGP1-GFP MLPCN 103.
CC(CN(C)Cc1ccccc1)OC(=O)c1cccs1 (centres undefined) was read as Fam108B counter 2, MEX-5 binding -1.8, MCL1 BIM primary 6, GRK2 aptamer HTS 1, CIT2 TOR yeast 114, GLD-1 TGE inh -2, VLA-4 inh -5, Bcl-xL primary 9 and AGP1-GFP MLPCN 107.
For COc1cc(C(=O)NCc2ccc(S(N)(=O)=O)cc2)ccc1OCC(=O)Nc1cccc(C(F)(F)F)c1 the results were Fam108B counter -4, MEX-5 binding 0.4, MCL1 BIM primary -10, GRK2 aptamer HTS 0, CIT2 TOR yeast 100, GLD-1 TGE inh 4, VLA-4 inh 11, Bcl-xL primary 0 and AGP1-GFP MLPCN 115.
Screening CC(Oc1ccccc1)C(=O)NNC(=O)c1ccccn1 (centres undefined) returned Fam108B counter -1, MEX-5 binding -0.9, MCL1 BIM primary 7, GRK2 aptamer HTS 6, CIT2 TOR yeast 102, GLD-1 TGE inh 2, VLA-4 inh 15, Bcl-xL primary 8 and AGP1-GFP MLPCN 99.
For O=C(CNC(=O)c1cccs1)NCC(=O)OCc1c(Cl)cccc1Cl the results were Fam108B counter 1, MEX-5 binding -2.5, MCL1 BIM primary 6, GRK2 aptamer HTS 0, CIT2 TOR yeast 102, GLD-1 TGE inh 6, VLA-4 inh -14, Bcl-xL primary 1 and AGP1-GFP MLPCN 101.
`O=C(Nc1ccc2c(c1)OCCO2)N1CCN(Cc2ccccc2)CC1` gave Fam108B counter 1, MEX-5 binding 1.2, MCL1 BIM primary -2, GRK2 aptamer HTS 0, CIT2 TOR yeast 96, GLD-1 TGE inh 2, VLA-4 inh -2, Bcl-xL primary 0 and AGP1-GFP MLPCN 92.
Screening Fc1ccc(CSc2ccc(-c3ccc4c(c3)OCO4)nn2)cc1 returned Fam108B counter 3, MEX-5 binding -1.6, MCL1 BIM primary 4, GRK2 aptamer HTS 49*, CIT2 TOR yeast 101, GLD-1 TGE inh -1, VLA-4 inh 15, Bcl-xL primary 2 and AGP1-GFP MLPCN 103.
Screening CC(=O)NCCCC(=O)NNC1CC(=O)N(c2cccc(Cl)c2)C1=O (centres undefined) returned Fam108B counter -2, MEX-5 binding -0.2, MCL1 BIM primary 5, GRK2 aptamer HTS 2, CIT2 TOR yeast 99, GLD-1 TGE inh -2, VLA-4 inh 9, Bcl-xL primary 4 and AGP1-GFP MLPCN 101.
`CC(CO)(CO)NC(=O)c1ccc(=O)[nH]n1` gave Fam108B counter -2, MEX-5 binding 2.5, MCL1 BIM primary -1, GRK2 aptamer HTS 0, CIT2 TOR yeast 100, GLD-1 TGE inh 7, VLA-4 inh -1, Bcl-xL primary 6 and AGP1-GFP MLPCN 99.
For COC(=O)C1(C)NC(c2ccccc2C)C2C(=O)N(c3ccc(F)cc3)C(=O)C21 (centres undefined) the results were Fam108B counter -3, MEX-5 binding -3.2, MCL1 BIM primary -5, GRK2 aptamer HTS 2, CIT2 TOR yeast 97, GLD-1 TGE inh -1, VLA-4 inh 23, Bcl-xL primary 1 and AGP1-GFP MLPCN 99.
CC(C)CC(=O)n1sc(NC(=O)c2ccccc2)nc1=O was read as Fam108B counter 1, MEX-5 binding 1.2, MCL1 BIM primary -11, GRK2 aptamer HTS 0, CIT2 TOR yeast 101, GLD-1 TGE inh 8, VLA-4 inh 8, Bcl-xL primary 2 and AGP1-GFP MLPCN 108.
O=C1COc2ccc(C(=O)COC(=O)c3ncc(Cl)c(Cl)c3Cl)cc2N1 was read as Fam108B counter -4, MEX-5 binding -2.1, MCL1 BIM primary 3, GRK2 aptamer HTS 0, CIT2 TOR yeast 100, GLD-1 TGE inh 8, VLA-4 inh -10, Bcl-xL primary 4 and AGP1-GFP MLPCN 109.
Screening Cc1cnc(CNC(=O)CC2C(=O)NCCN2Cc2cccc(F)c2F)cn1 (centres undefined) returned Fam108B counter 6, MEX-5 binding -13, MCL1 BIM primary 28, GRK2 aptamer HTS 1, CIT2 TOR yeast 101, GLD-1 TGE inh 18, VLA-4 inh 16, Bcl-xL primary 25 and AGP1-GFP MLPCN 100.
For FC(F)Sc1ccc(-n2cc(-c3ccc(Cl)cc3)[n+]3c2CCC3)cc1 the results were Fam108B counter 6, MEX-5 binding 0.5, MCL1 BIM primary 6, GRK2 aptamer HTS 0, CIT2 TOR yeast 102, GLD-1 TGE inh 7, VLA-4 inh -7, Bcl-xL primary 5 and AGP1-GFP MLPCN 101.
For N#CCCn1ncc2ccccc21 the results were Fam108B counter 5, MEX-5 binding -2.1, MCL1 BIM primary 4, GRK2 aptamer HTS 2, CIT2 TOR yeast 101, GLD-1 TGE inh 2, VLA-4 inh 1, Bcl-xL primary 5 and AGP1-GFP MLPCN 97.
CC(C)(C)C(=O)Nc1sc2c(c1C#N)CCCCC2 was read as Fam108B counter 0, MEX-5 binding -0.8, MCL1 BIM primary 9, GRK2 aptamer HTS 0, CIT2 TOR yeast 100, GLD-1 TGE inh 6, VLA-4 inh -1, Bcl-xL primary 9 and AGP1-GFP MLPCN 95.
Screening CC1(C)C(=O)Nc2ccccc2N1C(=O)COc1cccnc1[N+](=O)[O-] returned Fam108B counter 5, MEX-5 binding 1.0, MCL1 BIM primary 1, GRK2 aptamer HTS 8, CIT2 TOR yeast 94, GLD-1 TGE inh 4, VLA-4 inh 14, Bcl-xL primary -3 and AGP1-GFP MLPCN 90.
`Cc1ccc(C)c(N2CCN(C(=O)CN(C)S(=O)(=O)c3ccc4c(c3)CCC(=O)N4)CC2)c1` gave Fam108B counter -3, MEX-5 binding -2.5, MCL1 BIM primary -8, GRK2 aptamer HTS 7, CIT2 TOR yeast 99, GLD-1 TGE inh 2, VLA-4 inh 35, Bcl-xL primary -6 and AGP1-GFP MLPCN 98.
Screening Cc1c(C(=O)NC2CC2)oc2ccc(S(=O)(=O)N3CCCCCC3)cc12 returned Fam108B counter 3, MEX-5 binding 0.0, MCL1 BIM primary 6, GRK2 aptamer HTS 0, CIT2 TOR yeast 94, GLD-1 TGE inh -1, VLA-4 inh 0, Bcl-xL primary -3 and AGP1-GFP MLPCN 99.
For CC(C)CC(=O)NC(=S)Nc1ccc(N2CCOCC2)cc1 the results were Fam108B counter 2, MEX-5 binding 2.7, MCL1 BIM primary 12, GRK2 aptamer HTS 3, CIT2 TOR yeast 116, GLD-1 TGE inh 4, VLA-4 inh -4, Bcl-xL primary 27 and AGP1-GFP MLPCN 109.
`C/C(NCCN1CCOCC1)=C(\C#N)C(N)=O` gave Fam108B counter -7, MEX-5 binding -1.4, MCL1 BIM primary -7, GRK2 aptamer HTS 2, CIT2 TOR yeast 94, GLD-1 TGE inh -5, VLA-4 inh 1, Bcl-xL primary -5 and AGP1-GFP MLPCN 96.
For CSc1ccccc1NC(=O)CN(C1CCCCC1)S(C)(=O)=O the results were Fam108B counter 2, MEX-5 binding 1.3, MCL1 BIM primary -2, GRK2 aptamer HTS 20, GLD-1 TGE inh -2, VLA-4 inh -1, Bcl-xL primary 3 and AGP1-GFP MLPCN 95.
For Cc1nc2scc(C)n2c(=O)c1S(=O)(=O)N1CCN(c2ccccc2F)CC1 the results were Fam108B counter 1, MEX-5 binding -1.5, MCL1 BIM primary -8, GRK2 aptamer HTS 0, CIT2 TOR yeast 94, GLD-1 TGE inh -6, VLA-4 inh 35, Bcl-xL primary -1 and AGP1-GFP MLPCN 98.
Screening COc1cc2nc(C3CC3)n(NC(=O)c3ccc(Cl)cc3)c(=O)c2cc1OC returned Fam108B counter -2, MCL1 BIM primary 11, GRK2 aptamer HTS 0, CIT2 TOR yeast 107, GLD-1 TGE inh -2, VLA-4 inh -5, Bcl-xL primary 5 and AGP1-GFP MLPCN 108.
Screening O=C(NCc1ccc(Cl)cc1)c1csc(-c2cccnc2)n1 returned Fam108B counter 2, MEX-5 binding -1.2, MCL1 BIM primary 4, GRK2 aptamer HTS 0, CIT2 TOR yeast 104, GLD-1 TGE inh 4, VLA-4 inh 0, Bcl-xL primary 2 and AGP1-GFP MLPCN 115.
COC(=O)C1=NNC2C(=O)N(C3CCCCC3)C(=O)C12 (centres undefined) was read as Fam108B counter -5, MEX-5 binding -0.3, MCL1 BIM primary 4, GRK2 aptamer HTS 4, CIT2 TOR yeast 107, GLD-1 TGE inh -1, VLA-4 inh 13, Bcl-xL primary 0 and AGP1-GFP MLPCN 107.
CCOC(=O)C1CCCN(C(=O)c2cccc(N3C(=O)c4ccccc4C3=O)c2)C1 (centres undefined) was read as MCL1 BIM primary -3, GRK2 aptamer HTS 3, CIT2 TOR yeast 97, GLD-1 TGE inh 1, VLA-4 inh 14, Bcl-xL primary 3 and AGP1-GFP MLPCN 106.
Screening O=C1c2cccnc2C(=O)N1Cc1ccccc1 returned Fam108B counter 1, MEX-5 binding 3.4, MCL1 BIM primary -2, GRK2 aptamer HTS 0, CIT2 TOR yeast 99, GLD-1 TGE inh -4, VLA-4 inh -11, Bcl-xL primary 0 and AGP1-GFP MLPCN 105.
Screening O=C(Nc1ccc(-n2ccnc2P(=O)(O)c2ccccc2)cc1)c1ccccc1Cl returned Fam108B counter -4, MEX-5 binding -1.5, MCL1 BIM primary 7, GRK2 aptamer HTS 3, CIT2 TOR yeast 108, GLD-1 TGE inh 6, VLA-4 inh 22, Bcl-xL primary 6 and AGP1-GFP MLPCN 104.
Screening COC(=O)C(O)(CC(=O)Nc1ccc(Cl)cc1Cl)C(F)(F)F (centres undefined) returned Fam108B counter 3, MEX-5 binding 0.5, MCL1 BIM primary -3, GRK2 aptamer HTS 0, CIT2 TOR yeast 104, GLD-1 TGE inh 5, VLA-4 inh 14, Bcl-xL primary 3 and AGP1-GFP MLPCN 103.
`COc1ccc(C(=O)NNC(=O)CSc2nc(C(C)C)nc3ccccc23)cc1` gave Fam108B counter -3, MEX-5 binding -0.4, MCL1 BIM primary -4, GRK2 aptamer HTS 0, CIT2 TOR yeast 101, GLD-1 TGE inh 4, VLA-4 inh 6, Bcl-xL primary -4 and AGP1-GFP MLPCN 99.
For CN(C(=O)CSc1nnc(C2CC2)n1C1CC1)C1(C#N)CCCCC1 the results were MCL1 BIM primary 3, GRK2 aptamer HTS 0, CIT2 TOR yeast 108, GLD-1 TGE inh 2, VLA-4 inh -3, Bcl-xL primary 1 and AGP1-GFP MLPCN 99.
COc1ccc(C(=O)N2CCN(c3ccc(C(C)=O)cc3)CC2)cc1S(=O)(=O)N1CCCC1 was read as GRK2 aptamer HTS 0, CIT2 TOR yeast 97, GLD-1 TGE inh 1, VLA-4 inh 2 and AGP1-GFP MLPCN 98.
Screening Cc1oc(S(=O)(=O)N(C)C)cc1C(=O)Nc1ccc(Cl)cc1 returned Fam108B counter -1, MEX-5 binding -0.6, MCL1 BIM primary 4, GRK2 aptamer HTS 2, CIT2 TOR yeast 96, GLD-1 TGE inh 5, VLA-4 inh 6, Bcl-xL primary 5 and AGP1-GFP MLPCN 106.
O=C1C2CC=CCC2C(=O)N1Cc1nnc(-c2ccc(Cl)cc2)o1 (centres undefined) was read as Fam108B counter -4, MEX-5 binding -1.7, MCL1 BIM primary -7, GRK2 aptamer HTS 0, CIT2 TOR yeast 93, GLD-1 TGE inh -4, VLA-4 inh -1, Bcl-xL primary 1 and AGP1-GFP MLPCN 100.
